Bioassay records deposited in PubChem BioAssay by several laboratories.
AddAB inh – growth inhibition of E. coli expressing H. pylori AddAB, primary screen, AddAB inhibitor project, absorbance; AID 435030, 2010; 330,000 compounds, 0.29% hits; inhibition, % at 11.9 µM; in the data active = inhibition above about 12%;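 note: 0% = vehicle wells of infected cells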
phage Ecoli inh – growth loss of phage-infected E. coli, primary screen, RecBCD inhibitor project, absorbance, with phage, HTS. inhibition, % at 11.9 µM. 360,000 compounds, 0.26% hits; in the data active = inhibition above about 11%
OPRM1-OPRD1 inv – inverse agonists of MOR-DOR heterodimerization, primary screen, cell-based, luminescence. Mu-type opioid receptor (Homo sapiens) + Delta-type opioid receptor (Homo sapiens), …. cell-based MOR-DOR heterodimer luminescence, inverse agonism. inhibition, % at 9.3 µM. 340,000 compounds, 0.21% hits; in the data active = inhibition above about 22%, passing the limit was not always enough;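 note: 0% = cells with DMSO and 100% = wells without cells with DMSO; values of inactives mirror those of a sister screen read the other way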
Ecoli viability – E. coli V3065 growth inhibition, primary screen, counter-screen for AddAB inhibitor project, absorbance, OD600; 18 h; inhibition, % at 11.9 µM; 330,000 compounds, 0.27% hits; AID 449728, 2010;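 active = inhibition above the campaign's mean inhibition across all tested compounds plus 3 SD, cut at about 9.9% in these data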;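 note: uninfected addAB+ strain grown without phage in ampicillin broth; 0% = DMSO wells and 100% = ciprofloxacin 0.95 µg/ml wells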
OPRM1-OPRD1 ag – agonists of OPRM1-OPRD1 heterodimerization, primary screen, cell-based, luminescence | Mu-type opioid receptor (Homo sapiens) + Delta-type opioid receptor (Homo sapiens), … | cells | activation, % at 9.3 µM | 340,000 compounds, 0.3% hits | AID 504326, 2011; in the data active = activation above about 18%;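 note: 0% = vehicle-treated cells and 100% = reference agonist; values of inactives mirror those of a sister screen read the other way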
PKA-R1A act – activators of PKA-R1A holoenzyme, primary screen, biochemical, fluorescence polarization, Cy5-IP20, bovine R1A, mouse PKAc; activation, % at 11.4 µM; 340,000 compounds, 0.083% hits; PKA-R1A dissociation; scaled: DMSO 0%, 113 µM cGMP 100%;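 active = percent activation above the mean of all tested compounds plus 3 SD, cut at about 19% in these data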;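 note: higher means more PKAc released from R1A so a rise in polarization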
SUMO Mot1 rescue – yeast Mot1-301 growth rescue at high temperature, primary screen, SUMOylation pathway inhibitor project, S. cerevisiae, ATP luminescence, 38.5C; growth rescue, % at 18.8 µM; S. cerevisiae Mot1-301 growth rescue; percent above DMSO median, 100 means doubled; 320,000 compounds, 1% hits;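 active = every valid replicate shows activation above 250% relative to neutral control wells; inactive = the rest, any valid replicate at or below 250%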;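 note: OY570 slx delta 5 strain wells were the positive control but not used for scaling; some compounds called inactive have numbers as strong as hits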
PKA-R2B activ – activators of PKA-R2B holoenzyme, primary screen, biochemical, fluorescence polarization, Cy5-IP20, human; PKA-R2B holoenzyme dissociation; R2B truncated from residue 108, S112A mutant; 0% DMSO only, 100% 113 µM cGMP; cAMP-dependent protein kinase catalytic subunit beta (Homo sapiens) + cAMP-dependent …; AID 504700, 2011; 340,000 compounds, 0.079% hits; activation, % at 11.4 µM;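 active = activation above a cutoff set at the mean over all compounds plus 3 SD, cut at about 18% in these data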;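 note: higher means more holoenzyme dissociation and a rise in polarization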
Target sequence (P31323 whole entry, looked up, other chains not shown, the tested form may be a part): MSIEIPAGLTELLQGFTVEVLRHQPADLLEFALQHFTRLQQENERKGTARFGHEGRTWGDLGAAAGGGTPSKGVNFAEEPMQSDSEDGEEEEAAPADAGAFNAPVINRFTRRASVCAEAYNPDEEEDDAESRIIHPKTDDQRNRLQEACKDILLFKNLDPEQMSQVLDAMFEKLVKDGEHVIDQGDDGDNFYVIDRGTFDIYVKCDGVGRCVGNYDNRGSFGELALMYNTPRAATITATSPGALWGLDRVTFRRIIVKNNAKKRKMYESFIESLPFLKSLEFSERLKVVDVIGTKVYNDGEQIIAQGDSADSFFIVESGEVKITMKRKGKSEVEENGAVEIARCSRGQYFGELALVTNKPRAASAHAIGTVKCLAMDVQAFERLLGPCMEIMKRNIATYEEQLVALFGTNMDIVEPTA
PfHsp90 yeast 2 – growth inhibition of PfHsp90-expressing yeast, primary screen, antimalarial PfHsp90 inhibitor project, S. cerevisiae, BacTiter-Glo luminescence, single point, set 2; BacTiter-Glo ATP, 48 h; yeast lacking PDR1 and PDR3 efflux regulators; inhibition, % at 9.4 µM; 310,000 compounds, 0.32% hits; AID 504621, 2011;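 active = every replicate shows inhibition above about 80%, whatever the replicate mean, limit read from the data; inconclusive = mean inhibition reaches the set limit but some replicate falls short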;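 note: 0% = DMSO neutral controls and 100% = 20 µM radicicol positive controls; yeast relying on Plasmodium falciparum Hsp90 in place of its own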
HTR5A inv ctr – HTR5A inverse agonists in luminescence cell assay, primary screen, counter-screen for OPRM1-OPRD1 heterodimer inverse agonist project, full-deck HTS; 5-hydroxytryptamine receptor 5A (Homo sapiens), P47898; HTR5A cell line, inverse agonism; inhibition, % at 9.3 µM; 340,000 compounds, 0.083% hits; AID 504634, 2011; in the data active = inhibition mostly above about 23%, no sharp cut-off; inactive = mostly below about 18%;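 note: 0% = cells with DMSO and 100% = no-cell wells with DMSO; some compounds called inactive have numbers as strong as hits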
Target sequence (P47898 whole entry, looked up): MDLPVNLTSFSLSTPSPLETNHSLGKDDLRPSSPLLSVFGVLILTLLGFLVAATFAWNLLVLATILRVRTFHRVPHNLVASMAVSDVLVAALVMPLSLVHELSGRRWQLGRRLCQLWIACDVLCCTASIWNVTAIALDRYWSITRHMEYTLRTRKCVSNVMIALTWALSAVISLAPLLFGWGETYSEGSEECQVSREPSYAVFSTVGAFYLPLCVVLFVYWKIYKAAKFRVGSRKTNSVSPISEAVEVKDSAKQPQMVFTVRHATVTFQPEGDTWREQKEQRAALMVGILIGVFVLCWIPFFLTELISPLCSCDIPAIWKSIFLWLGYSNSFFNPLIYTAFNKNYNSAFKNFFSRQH
Tat export inh – E. coli Tat export inhibitors, primary screen, MC4100, TorA-mCherry reporter, fluorescence, single point. 340,000 compounds, 0.036% hits. AID 488895, 2010. inhibition, % at 10 µM;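 active = mean replicate inhibition at least 50% and at least half of replicates individually reaching 50%; inconclusive = only one of the two criteria met; inactive = neither criterion met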;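 note: exported cargo escapes ClpAP degradation while cytoplasmic cargo is degraded and loses fluorescence; 0% = median of neutral control wells and 100% = median of NaSCN control wells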
* hit, by the source's call; u = inconclusive; x = no result given.

#	Molecule	AddAB inh	phage Ecoli inh	OPRM1-OPRD1 inv	Ecoli viability	OPRM1-OPRD1 ag	PKA-R1A act	SUMO Mot1 rescue	PKA-R2B activ	PfHsp90 yeast 2	HTR5A inv ctr	Tat export inh
1	CCOc1cc2[nH]c(=O)n(CCCC(=O)NCc3ccco3)c(=O)c2cc1OCC	1.2	2.2	0	-0.5	0.0	4	17	3	-16	-42	-5
2	CC1(C)Cc2c(sc(NC(=O)c3ccccc3)c2C(=O)O)CO1	0.7	6.3	7	-0.2	-1.3	-1	-8	3	9	0	-13
3	CC1=CC(C)(C)N(C(=O)CSc2ncn[nH]2)c2ccc(C)cc21	-0.4	-0.8	13	-0.7	-2.8	6	121	10	-7	-12	3
4	CNC(=S)N/N=C/c1c(C)nn(-c2ccccc2)c1Cl	1.7	-0.4	11	-3.7	-2.0	6	15	0	15	-14	-2
5	CCOc1cc(NC(=O)c2ccccn2)c(OCC)cc1NC(=O)c1cccc(C)c1	0.2	2.0	-13	0.7	1.9	0	6	-5	-12	11	-3
6	Cc1ccccc1C1C(C#N)=C2N=C(N)c3ccccc3N2C2=C1C(=O)CCC2 (stereo unspecified)	0.2	1.5	15	1.5	-2.9	4	12	-2	-13	-9	3
7	S=c1[nH]nc(-c2ccc(Cl)cc2)n1CC1CCCO1 (stereo unspecified)	0.6	4.4	-4	-1.3	0.8	-2	12	-2	x	-7	2
8	CC(C)N1CCN(c2ccc(OC[C@H]3CO[C@](Cn4cncn4)(c4ccc(Cl)cc4Cl)O3)cc2)CC1	-1.4	0.7	11	1.5	-1.9	-6	269*	-2	101*	-35	1
9	CC1(C)N=C(N)NC(Nc2ccccc2Cl)=N1	2.1	3.7	12	-0.9	-2.4	-6	8	8	-6	-11	10
10	Cc1cc(=O)[nH]c2c1cnn2C(C)c1ccccc1 (stereo unspecified)	0.3	0.3	10	-1.8	-2.2	2	-22	-5	-9	2	-5
11	Cc1ccc(C(=O)N2CCN(CCNC(=O)C(=O)NCc3ccc(Cl)cc3)CC2)cc1	6.3	1.4	17	1.2	-3.2	-10	8	4	-5	10	4
12	COc1ccc(OCC(=O)Nc2cccc(NC(=O)COc3ccc(OC)cc3)n2)cc1	3.0	1.0	-21	2.5	3.9	-5	-5	-10	2	10	-9
13	O=C(C(Cl)Cl)N1CCN(Cc2ccc3c(c2)OCO3)CC1	-1.4	-1.4	9	1.5	-1.8	1	5	-2	3	-12	4
14	C=CCn1c(=O)/c(=C\c2ccccn2)s/c1=C(/C#N)C(=O)NCC1CCCO1 (stereo unspecified)	1.6	3.6	1	-0.6	-0.2	-1	-4	-8	-45	-4	-6
15	O=C(Nc1ccccc1Br)C1CC(=O)N(c2ccc3c(c2)OCCO3)C1 (stereo unspecified)	1.8	0.7	7	0.9	-1.1	-8	219	-3	9	-11	-6
16	CCN(C(=O)COc1ccccc1[N+](=O)[O-])C1CCS(=O)(=O)C1 (stereo unspecified)	0.3	2.7	20	-0.9	-3.4	-2	-2	-3	20	6	-6
17	Cc1nc(C)c(C(=O)Nc2ccc(Oc3ccccc3)cc2)o1	-2.2	-0.4	6	0.2	-1.0	-3	4	8	1	-16	8
18	CCN1C[C@@H]2[C@@H]3C(=O)N(C)C(=O)[C@@H]3[C@](CC)(C1=O)N2C(=O)c1ccc(C(C)(C)C)cc1	-1.7	2.6	0	-0.7	0.0	-5	-17	-2	4	-2	15
19	O=C(CCCOc1ccccc1)Nc1ccc(Cl)c(S(=O)(=O)N2CCOCC2)c1	1.6	3.6	-10	1.0	2.0	2	7	4	-12	-5	-5
20	COC(=O)[C@H](Cc1ccccc1)NC(=O)N1Cc2ccccc2C[C@H]1C(=O)OC	1.2	0.8	-5	-0.2	1.1	-2	-9	3	-26	-6	3
21	Cc1ccc(C(=O)Nc2nc(=O)n(C(=O)c3ccccc3C)s2)cc1	1.9	2.2	2	1.9	-0.3	4	3	-5	x	6	7
22	COc1ccccc1C(=O)O/N=C(\c1ccccc1)c1ccncc1	0.2	0.2	9	1.3	-1.7	-1	11	6	-11	5	-3
23	CC(C)Sc1nc2ccccc2n2cnnc12	-0.8	1.2	-11	-0.5	2.3	-10	10	4	-9	0	2
24	Cc1ccc(-c2nn(CCC(=O)O)cc2/C=C\C(=O)c2ccc(Br)cc2)cc1	0.4	5.5	-1	0.2	0.2	-9	7	1	-17	9	22
25	COc1ccc(CCNC(=O)COc2cc(C)cc3oc(=O)c(C)c(C)c23)cc1OC	x	3.2	8	x	-1.5	-6	x	9	-2	-41	-1
26	O=C(Nc1ccc2c(c1)OCCO2)N1CCN(c2ccc(F)cc2)CC1	0.0	5.0	0	-0.9	0.1	1	x	5	-39	0	u
27	COc1ccc(C2CC(C(F)(F)F)n3nc(C(=O)O)c(Cl)c3N2)cc1OC (stereo unspecified)	3.6	0.9	7	-0.7	-1.8	-8	0	-3	-12	5	-4
28	CCOC(=O)c1cccc(NC(=O)CN(c2ccc(C)cc2)S(=O)(=O)c2c(C)noc2C)c1	-1.6	1.7	8	0.3	-1.6	-12	-33	-10	11	4	-3
29	COc1ccc(N2C(=O)CC(Sc3nnc(-c4ccccc4)o3)C2=O)cc1 (stereo unspecified)	1.1	-0.1	1	1.3	-0.3	-6	57	8	0	-6	2
30	CC(CNC(=O)Cn1cnc2c(NCc3ccccc3)ncnc21)c1ccccc1 (stereo unspecified)	0.6	2.0	x	-3.2	x	-5	x	-1	14	x	2
31	OCCN(CCO)CC(O)COc1ccc2c(c1)OCO2 (stereo unspecified)	5.6	2.1	8	1.8	-1.9	-8	0	-2	23	-8	8
32	Nc1nn(S(=O)(=O)c2ccccc2)cc1-c1ccc([N+](=O)[O-])cc1	4.3	4.2	-53	-0.2	12	-15	-6	-8	11	-35	8
33	COc1cc(/C=N/NC(=S)Nc2cccc(Cl)c2C)ccc1OCC(=O)N1CC(C)OC(C)C1 (stereo unspecified)	3.5	1.8	16	-2.1	-3.1	-13	-4	6	-10	14	-4
34	COc1cc(C)c(Cl)cc1S(=O)(=O)NCC1CCCO1 (stereo unspecified)	2.2	0.8	14	0.5	-3.2	3	49	-16	11	2	-2
35	COc1ccccc1CNC(=O)N1CCN(c2ccccc2C)CC1	1.0	3.4	-10	2.1	1.5	-13	-6	-5	-48	-2	6
36	O=C(CSc1nnc2ncccn12)N1CCCCCC1	-1.6	5.1	10	-1.7	-1.8	-5	-1	2	3	-22	0
37	CN(C)c1ccc(NC(=O)c2ccc3nsnc3c2)cc1	3.0	5.6	13	1.2	-2.5	6	23	-3	3	-26	-3
38	O=C(NC1CCCC1)C(c1ccc(F)cc1)N(C(=O)Cc1cccs1)c1ccc2c(c1)OCCO2 (stereo unspecified)	-0.9	-1.4	9	-1.7	-1.6	0	6	-2	-3	18	0
39	CC(=O)c1cc(-c2ccccc2)n(CCC(=O)NC(C)(C)C)c1C	1.2	x	7	-2.4	-0.9	-1	5	-3	-22	-2	-10
40	CCNC(=O)Nc1nc2ccccc2s1	-0.2	3.7	8	2.9	-1.6	7	627	-8	-52	2	2
41	Cc1cccn2c(=O)nc(SCC(=O)NCc3ccccc3)nc12	2.0	1.2	1	-6.1	-0.1	11	18	0	-17	8	-5
42	COc1cccc(N2CCN(C(=O)c3ccc(=O)oc3)CC2C)c1 (stereo unspecified)	-1.6	3.5	-6	-0.7	1.1	-11	11	0	4	-7	-2
43	O=C(Nc1ccc(N2CCOCC2)cc1)Nc1ccc(Cl)c(Cl)c1	0.9	7.4	-4	0.6	0.8	-14	7	-2	x	-17	-6
44	CCOCCCNC(=O)/C(C#N)=C/c1ccc(C)o1	0.2	3.6	10	1.3	-1.9	-5	x	0	6	4	36
45	NS(=O)(=O)c1ccc(CCNC(=S)NC2CCCCC2)cc1	1.3	2.8	13	-0.3	-2.5	-5	94	-8	-2	-7	-3
46	CC(NC(=O)c1noc2c1CCCCC2)c1ccccc1 (stereo unspecified)	0.9	1.4	-5	0.4	1.0	1	19	-3	0	-9	-1
47	O=C(NCc1ccc(Cl)cc1)C1CCC(=O)N(C2CCCCCC2)C1 (stereo unspecified)	2.4	2.2	8	-2.0	-2.6	-7	-4	8	12	1	13
48	O=C1N(c2ccccc2)C(c2ccccc2)N2CCCN12 (stereo unspecified)	5.5	1.6	8	1.1	-1.6	-5	0	15	17	6	1
49	O=C(O)c1ccc(N2C(=O)CSC2=S)cc1	-0.9	2.2	16	-3.2	-3.0	-8	11	0	-14	-19	-9
50	Nc1c(C(=O)NCC2CCCO2)sc(=S)n1-c1ccccc1 (stereo unspecified)	-0.3	2.1	-1	0.2	0.2	-4	-10	-4	-9	13	0

Remaining list, next part:
#	Molecule	AddAB inh	phage Ecoli inh	OPRM1-OPRD1 inv	Ecoli viability	OPRM1-OPRD1 ag	PKA-R1A act	SUMO Mot1 rescue	PKA-R2B activ	PfHsp90 yeast 2	HTR5A inv ctr	Tat export inh
51	COc1ccc(NC(=O)CN2CCN(CC(=O)Nc3ccc(F)cc3)CC2)cc1Cl	0.6	0.0	6	-0.4	-1.1	-8	-2	-4	-9	13	-8
52	C/C(=N\NC(=O)C1COc2ccccc2O1)c1ccccn1 (stereo unspecified)	-4.9	-1.8	16	-8.2	-3.1	0	23	2	1	6	3
53	Cc1ccc(NC(=O)COc2ccc(Br)cc2C)cc1	0.2	5.5	-34	-0.7	6.3	3	x	-4	-4	-8	2
54	COc1cccc(Cn2cc(/C=N/NC(=O)c3cc(O)cc(O)c3)c3ccccc32)c1	1.2	-0.2	-2	2.6	0.4	-18	1	-3	8	-5	8
55	COc1ccc(NC(=O)CN2C(=O)CSc3ccc(S(=O)(=O)N4CCCC4)cc32)cc1OC	1.2	0.9	1	-0.5	-0.3	2	3	0	11	4	-8
56	CCn1nc(C)cc1-c1n[nH]c(=S)n1N	3.4	2.4	-9	2.3	1.7	-16	123	5	-3	-6	-3
57	CCCCC(=O)NC1=NC(=O)C(C)(C)S1	3.0	1.3	-4	1.4	0.7	6	-1	-9	-1	-13	-8
